Assay outcomes as filed in PubChem BioAssay.
IMP-1 inhibitor: inhibitors of Pseudomonas aeruginosa IMP-1 metallo-beta-lactamase | hit rate 0.45% among 290,000 | inhibition, % at 5.6 µM | AID 1556 | purified IMP-1, nitrocefin hydrolysis, epi-absorbance fluorescence;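 active = inhibition above the mean plus 3 SD of all compounds in the same screening run, cut at about 4.5% in these data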;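 also: 0% = IMP-1 with DMSO and 100% = DMSO wells lacking enzyme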
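System: purified recombinant IMP-1 beta-lactamase. Medium: Zinc- and detergent-supplemented HEPES buffer, pH 7.1. Compound: one 5.6 µM dose […]. Schedule: 15 min preincubation plus 25 min reaction at 25 °C. Technique: Epi-absorbance fluorescence, 480 nm excitation, 530 nm emission.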
IDE cell activ: boosts human insulin-degrading enzyme activity in HEK cells. P14735. FAbeta-B cleavage, fluorescence polarization; 0% vehicle, 100% cell-free pure enzyme wells. activation, % at 5.96 µM. hit rate 0.073% among 340,000;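 active = activation above the mean of all tested compounds plus 3 SD, set per screening campaign, cut at about 17% in these data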
p-CIP stab down: compounds decreasing mouse p/CIP protein stability; F442A p/CIP-EGFP cells, EGFP fluorescence, 16 h; decrease of EGFP signal, % at 10 µM; hit rate 0.01% among 290,000; AID 1984;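 active = EGFP signal decrease of at least 30% at 10 µM or well 3 SD below plate mean, unless failing retest; inactive = the rest, including hits failing retest or dose response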; also: some compounds called inactive have numbers as strong as hits; many of its hits are not listed in these tables
DNA FID counter: counter-screen for HCV NS3 helicase inhibitors: DNA intercalator displacement. DNA fluorescent intercalator displacement, fluorescence. inhibition, % at 7.9 µM. hit rate 0.17% among 290,000. AID 1845; in the data active = inhibition above about 37%;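 also: 0% = vehicle and 100% = reference compound; higher means more ethidium bromide displaced from hairpin DNA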
VIM-2 inh: blocks Pseudomonas aeruginosa VIM-2 metallo-beta-lactamase; hit rate 0.89% among 290,000; inhibition, % at 5.6 µM; AID 1527; purified VIM-2, nitrocefin hydrolysis, epi-absorbance fluorescence;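 active = inhibition above the mean of all tested compounds plus 3 SD, cutoff set per screening run, cut at about 7.5% in these data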;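 also: red hydrolysis product quenches plate fluorescence so inhibitors raise well fluorescence; 0% = enzyme with DMSO and 100% = DMSO without enzyme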
SUMO HTRF inh: blocks human SUMOylation mediated by UBC9; AID 2006; HTRF SUMOylation assay, SAE1/SAE2 + UBC9, in vitro; hit rate 0.36% among 290,000; inhibition, % at 35 µM; in the data active = inhibition above about 50%, passing the limit was not always enough; also: strong numbers were not always called active
Target sequence (P63279 whole entry, looked up): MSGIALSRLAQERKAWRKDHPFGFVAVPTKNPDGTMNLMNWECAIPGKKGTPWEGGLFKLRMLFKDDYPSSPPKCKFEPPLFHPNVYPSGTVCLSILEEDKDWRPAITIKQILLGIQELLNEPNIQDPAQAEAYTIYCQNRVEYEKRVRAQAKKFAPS
MEKK3 PB1 HTS: raises or lowers MEK5 binding to the human MEKK3 PB1 domain. bead-based flow cytometry, Alexa488-MEK5 binding to MEKK3; actives lie on both sides; 0 = blocked by unlabeled MEK5, 100 = vehicle. binding response (% of control), % at 10 µM. hit rate 1.4% among 290,000. AID 1529;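 active = binding response more than 3 SD above or below the average of its plate-row segment, actives on both sides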;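 also: Alexa488 bead fluorescence after subtracting the streptavidin-only scavenger bead signal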
Target sequence (Q99759 whole entry, looked up, the tested form may be a part): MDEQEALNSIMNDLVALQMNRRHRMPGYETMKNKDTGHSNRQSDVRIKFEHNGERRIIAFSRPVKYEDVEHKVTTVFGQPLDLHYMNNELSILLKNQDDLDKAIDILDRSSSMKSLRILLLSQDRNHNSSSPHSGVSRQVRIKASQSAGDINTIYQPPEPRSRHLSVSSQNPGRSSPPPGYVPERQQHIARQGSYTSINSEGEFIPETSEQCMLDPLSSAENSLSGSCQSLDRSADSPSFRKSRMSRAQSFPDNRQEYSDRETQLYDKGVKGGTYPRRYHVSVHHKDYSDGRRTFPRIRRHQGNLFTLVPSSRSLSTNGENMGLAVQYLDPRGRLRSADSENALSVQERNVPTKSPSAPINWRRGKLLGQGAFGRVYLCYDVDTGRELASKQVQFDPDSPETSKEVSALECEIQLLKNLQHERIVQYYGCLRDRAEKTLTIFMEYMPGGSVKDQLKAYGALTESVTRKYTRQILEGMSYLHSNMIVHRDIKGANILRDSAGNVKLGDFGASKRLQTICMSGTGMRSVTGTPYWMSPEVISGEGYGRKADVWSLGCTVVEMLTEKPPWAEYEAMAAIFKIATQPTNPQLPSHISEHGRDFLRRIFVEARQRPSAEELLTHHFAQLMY
PHOSPHO1 block: blocks human PHOSPHO1 phosphatase activity; Q8TCT1; AID 1565; recombinant PHOSPHO1, absorbance phosphatase assay; hit rate 1.1% among 290,000; inhibition, % at 13.3 µM; in the data active = inhibition above about 60%
Target sequence (Q8TCT1 whole entry, looked up): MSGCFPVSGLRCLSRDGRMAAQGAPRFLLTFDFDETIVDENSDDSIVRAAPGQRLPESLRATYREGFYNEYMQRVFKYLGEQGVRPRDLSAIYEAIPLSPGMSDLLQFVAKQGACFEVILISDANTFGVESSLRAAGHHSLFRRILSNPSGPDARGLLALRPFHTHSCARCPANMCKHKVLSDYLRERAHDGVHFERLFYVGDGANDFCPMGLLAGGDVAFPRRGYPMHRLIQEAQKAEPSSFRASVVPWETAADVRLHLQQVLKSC
HCV NS3 hel inh: inhibitors of Hepatitis C virus NS3 helicase | NS3 helicase DNA unwinding, Cy5 molecular beacon fluorescence | hit rate 0.56% among 290,000 | inhibition, % at 10.9 µM;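 active = inhibition above the mean of all tested compounds plus 3 SD, set per campaign, cut at about 35% in these data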;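 also: 0% = DMSO wells and 100% = thioflavine S control wells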
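Control set: DMSO versus 110 µM thioflavine S; Material: NS3 helicase fragment of HCV; Measured by: Cy5 fluorescence at 0 and 60 min, beacon hairpin quenching; Read-out basis: percent inhibition from t60/t0 fluorescence ratio; Times: reaction time 60 min, 25 °C; Repeats: single replicate; Compound dosing: single dose, 10.9 µM nominal final, DMSO 0.8% final.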
Numbers without * were called inactive; · = no result given. An excerpt; the hit share may differ from the screen's.

SMILES	IMP-1 inhibitor	IDE cell activ	p-CIP stab down	DNA FID counter	VIM-2 inh	SUMO HTRF inh	MEKK3 PB1 HTS	PHOSPHO1 block	HCV NS3 hel inh
O=C(c1ccccn1)c1ccc2ccccc2n1	-3.6	·	-4	-5	1.4	13	88	-7	-10
O=C(Nc1ccc2c(c1)OCCO2)C1CCCN(S(=O)(=O)c2cnc[nH]2)C1 (stereo not given)	-2.1	-2	2	-4	-4.3	6	112	-2	12
Cc1nnc(N2CCN(c3ccccc3)CC2)[nH]c1=O	0.7	1	3	1	-2.8	-1	100	-7	-10
CCN(C(=S)Nc1cccc(C)c1)c1ccccc1	-3.8	2	2	0	0.1	3	114	3	8
O=C(NCc1cccs1)C1CC(c2ccc(Cl)cc2)=NO1 (stereo not given)	0.1	6	-16	-18	0.2	4	98	8	-9
CCN(CC)S(=O)(=O)c1ccc(-c2nnc(SCc3nnc(-c4ccc(C)cc4)o3)o2)cc1	-2.7	-2	-4	-6	-4.7	30	72	0	8
Cc1nn(C)c(C(=O)NNC(=S)Nc2ccc(F)cc2)c1[N+](=O)[O-]	-1.0	4	4	-11	-4.3	4	99	57	-1
CCOC(=O)C1=C(C)NC(=O)NC1c1cccc(OC)c1OCc1ccccc1Cl (stereo not given)	-2.2	3	-7	-3	-2.5	13	103	-15	-2
Cc1ccc(C)c(NS(=O)(=O)c2ccc3c(c2)Cc2cc(S(=O)(=O)Nc4cc(C)ccc4C)ccc2-3)c1	0.5	0	-5	0	-0.2	8	95	-4	2
COc1ccc(C(=O)c2nccc3ccccc23)cc1	-3.5	-1	-3	-9	-0.8	21	96	28	-3
CC[C@@]12C(=O)N(c3ccccc3)C(=O)N1[C@H](c1cccc(C)c1)[C@@H]1C(=O)N(Cc3ccccc3)C(=O)[C@@H]12	-2.6	3	2	-44	-0.6	8	101	41	-15
Cc1cc(NC(=O)CSc2nc(C(C)C)nc3sc4c(c23)CCC(C)C4)no1 (stereo not given)	0.6	8	-3	-15	-1.0	12	96	34	14
CN(C)c1ccccc1C(=O)N1CCC(n2nccc2NC(=O)C2CC2)CC1	-1.5	6	-12	-22	-1.9	3	97	22	5
CC(=O)N1CCC(C(=O)Nc2ccc3c(c2)CCC3)CC1	-0.3	0	13	-8	-1.5	8	103	33	1
CC1CN(CCCSc2ccc(Cl)cc2)CC(C)O1 (stereo not given)	-1.0	1	3	-3	-1.1	14	98	13	-6
COC(=O)CSc1cc(C)nc(NC(C)=O)n1	-3.6	1	-14	-1	-3.5	-4	93	-21	4
CCn1ncc(/C=N\NC(=O)c2ccc3c(c2)c(C)c(C)n3Cc2ccccc2)c1C	-3.6	4	-5	-16	-3.4	-3	105	21	5
CNC(=O)CN(c1cc(OCCOC)c(Cl)cc1Cl)S(=O)(=O)c1ccccc1	0.2	-3	-8	-20	-0.6	18	98	32	3
Cc1ccc2oc(=O)cc(CN3CC(C)OC(C)C3)c2c1 (stereo not given)	0.8	5	-3	-30	1.8	18	102	22	3
Nc1nnc(SC2CCCC2)s1	-1.0	3	-4	-4	-2.1	9	89	-10	-1
COc1cc(C(=S)N2CCCC2)cc(OC)c1OC	-0.9	-4	-14	-1	2.5	14	102	11	-9
O=C(Nc1ccc(S(=O)(=O)N2CCCCCC2)cc1)c1c(F)cccc1F	-0.1	5	4	-24	-0.7	-13	101	43	-16
C(=C\c1ccccc1)/CSc1nc2ncccc2[nH]1	-1.5	9	5	-1	-2.2	-1	98	8	-9
FC(F)(F)C1=CC(c2ccc(Br)cc2)=NCCN1	-1.1	4	-6	1	-1.4	17	86	2	0
CC(C(=O)Nc1cccc([N+](=O)[O-])c1)[n+]1ccccc1 (stereo not given)	-1.5	3	9	5	-1.6	8	101	8	10
COc1ccc(NC(=O)C2CC(=O)NC(Nc3cccc(C)c3)=N2)cc1 (stereo not given)	-6.3	5	-3	2	-2.0	16	91	38	10
CN(C)c1ccc(C2(O)C(=O)c3ccccc3C2=O)cc1	0.7	3	0	-2	-1.1	-4	77	0	18
COc1ccc(S(=O)(=O)N(C)CC(=O)N2CCOCC2)cc1	-4.7	-3	3	-3	-2.2	9	107	24	0
O=C(/C=C/c1ccc(Cl)cc1Cl)c1ccc[nH]1	-2.3	-6	24	3	-1.1	-16	102	22	1
CCOc1cc(C)c(Cl)cc1S(=O)(=O)n1cnc2ccccc21	-2.7	4	-7	-20	0.0	-21	63	-17	-10
CS(=O)(=O)N1CCc2cc(-c3csc(NC(=O)C(c4ccccc4)c4ccccc4)n3)ccc21	-1.8	2	-10	3	-1.9	-11	101	-15	-5
CC(=O)c1cc(C#N)c(SCc2ccncc2)nc1C	-1.7	0	-1	5	0.9	13	99	69*	-22
Cc1ccc(S(=O)(=O)Nc2ccc(C(=O)Nc3ccncc3)cc2)cc1	-3.5	5	0	9	-2.3	-1	107	-1	-18
COc1ccc(C(=O)N2CCN(c3ccc([N+](=O)[O-])c(-n4nc(C)cc4C)c3)CC2)cc1	-1.9	-2	-1	-43	-1.0	12	89	-11	8
Cc1ccccc1C(=O)NCC(=O)Nc1ccc(C)c(S(=O)(=O)N2CCCCCC2)c1	-1.8	-1	-13	-23	-1.4	-2	109	-2	-13
COc1ccc(C(=O)n2nc(-c3ccccc3)nc2SC)cc1	-1.5	4	-23	2	-1.8	24	·	7	4
COc1ccccc1OCC(=O)Nc1ccc(S(=O)(=O)N2CCN(C)CC2)cc1	-0.6	-1	10	8	-3.6	-10	107	33	-3
O=C(CN1CCOCC1)Nc1ccc(Oc2ccc(NC(=O)CN3CCOCC3)cc2)cc1	-2.4	2	-6	-14	-2.3	-17	94	7	1
Cc1cc(CNC(=O)[C@H](C)[C@@H]2C[C@@]2(C)[C@@H](NC(=O)OCc2ccccc2)c2ccccc2)nn1C	-1.8	6	-22	-47	-1.3	17	107	-4	-10
Cc1ccc2nc(C)c(C(=O)N/N=C/c3cccs3)n2c1	1.2	5	-10	0	-0.4	1	108	-4	7
COc1ccc(NS(=O)(=O)c2ccc(NC(=O)c3ccccc3)cc2)nn1	-2.0	0	-8	-7	-0.6	-6	101	-29	-8
N=C(N)SCc1ncccc1O	-3.8	3	-12	4	-2.2	10	93	-4	-9
Nc1nc(CN2CCCCC2)cs1	-2.8	7	-11	-3	-3.0	14	106	11	-6
CCOC(=O)c1c(=O)n(O)c2ccc(OC)cc2[n+]1[O-]	-2.5	-4	-14	0	-4.3	37	102	22	8
Cc1nnc(SCc2cc(=O)[nH]c(Nc3nc(C)c4ccccc4n3)n2)s1	-1.6	·	·	-17	-1.1	·	·	·	0
CN1CCCN(C(=O)CC2(CC(=O)O)CCCCC2)CC1	-3.1	-1	-18	2	-0.4	38	102	10	-2
COc1cc(/C=N\Nc2nc(-c3ccc(C)cc3)c(NC(C)=O)s2)ccc1O	-3.6	1	0	8	-2.4	-3	99	27	-4
CC(=O)NC12CC3CC(C)(C1)CC(NC(C)=O)(C3)C2	-4.2	1	-6	-4	0.0	22	99	-11	6
COc1ccc(NCc2cc3cc(OC)ccc3[nH]c2=O)cc1	2.5	3	-17	6	-4.1	28	98	16	7
COc1ccccc1-n1cc(C(=O)NCC(=O)N2CCN(c3ccccn3)CC2)c2ccccc2c1=O	-4.6	-3	5	-26	-4.5	5	101	24	11
CCOCCCNCc1cc(Cl)ccc1OCC	-1.9	-2	-5	3	-2.0	10	104	29	-10
Clc1ccccc1CN1CCN(/N=C/c2ccncc2)CC1	-4.2	0	-2	4	-2.3	-3	104	-7	-10
O=[N+]([O-])c1cccc(-c2cc3ccccc3[nH]2)c1	-1.7	-6	5	11	-0.8	10	109	34	-4
COc1ccccc1/C=N/NC(=O)c1c(-c2ccccc2)noc1C	-2.1	-8	-10	-27	-4.2	4	101	32	13
Cc1noc(C)c1COC(=O)c1cccc(N(C)C)c1	-3.7	2	-34	-14	0.0	12	119	17	-8
Cc1ccn2cc(CSc3ccccc3N)nc2c1	-5.3	7	-3	3	-1.9	15	95	24	-4
COc1ccc(C(CCN2CCCC(C)C2)c2c(OC)cc(OC)c3c(C)cc(=O)oc23)cc1 (stereo not given)	·	-1	2	·	·	19	120	31	·
O=C(NCc1cccnc1)Nc1ccc2c(c1)OCO2	0.5	3	-2	-4	2.1	-10	59	42	9
CCN(CC)S(=O)(=O)c1ccc2c(c1)nc(CCC(=O)OCC(=O)Nc1cc(Cl)cc(Cl)c1)n2C	-4.1	-6	15	-20	-1.1	-27	103	-7	6
N#Cc1ccc(Oc2ccc(C(F)(F)F)cc2NC(=O)c2ccc(F)cc2)cc1	-2.0	6	11	-2	-3.0	-26	98	3	-3
The list continues:
SMILES	IMP-1 inhibitor	IDE cell activ	p-CIP stab down	DNA FID counter	VIM-2 inh	SUMO HTRF inh	MEKK3 PB1 HTS	PHOSPHO1 block	HCV NS3 hel inh
COc1cccc(C(C)N(C)Cc2nc(-c3ccoc3)oc2C)c1 (stereo not given)	-3.0	2	-7	3	-0.5	12	106	-10	-2
CCOc1ccc(-c2cc(C)n3nc(C(N)=O)cc3n2)cc1	-3.0	2	7	-10	0.8	34	103	7	6
Cc1nn(Cc2cccc(C(N)=O)c2)c(C)c1Br	-1.2	3	-1	-3	-3.1	15	94	-2	2
O=C(CNS(=O)(=O)c1ccc(F)c(Cl)c1)N1CCCC1	-3.9	1	-2	-7	-1.7	6	100	39	-7
Cc1ccc2c(c1)c1c(n2CC(O)CNC(CO)(CO)CO)CCCC1 (stereo not given)	-4.2	3	4	13	-4.5	6	114	7	-15
CCOc1ccc(C(=O)NCCO)cc1	-2.2	3	-8	-3	-1.5	15	97	53	-2
Cc1cccc(Nc2nc(NCc3ccco3)nc(N)c2[N+](=O)[O-])c1	-0.3	0	-14	-3	-1.0	10	96	29	-47
Cc1cccc(CCNC(=O)Cn2ncc3c([nH]c4ccc(C)cc43)c2=O)c1	0.2	4	0	-11	-0.8	21	97	29	-8
COc1cc(/C=N/NS(=O)(=O)c2ccc(C)c([N+](=O)[O-])c2)cc([N+](=O)[O-])c1O	-4.2	2	1	1	-1.7	-23	101	30	16
COCCN(C(=O)CCc1nnc(CCc2c[nH]c3ccccc23)o1)C(C)C	0.0	-4	-13	-20	-0.5	10	105	50	-8
Cc1nccn1CCc1nc(N)nc(N)n1	-0.4	4	-7	3	-2.1	10	102	-21	-5

Pulled by compound from the list above (2):
SMILES	IMP-1 inhibitor	IDE cell activ	p-CIP stab down	DNA FID counter	VIM-2 inh	SUMO HTRF inh	MEKK3 PB1 HTS	PHOSPHO1 block	HCV NS3 hel inh
COC(=O)CSc1cc(C)nc(NC(C)=O)n1	-3.6	1	-14	-1	-3.5	-4	93	-21	4
Cc1ccc(S(=O)(=O)Nc2ccc(C(=O)Nc3ccncc3)cc2)cc1	-3.5	5	0	9	-2.3	-1	107	-1	-18

Gathered by group: the entries above with bromine.
SMILES	IMP-1 inhibitor	IDE cell activ	p-CIP stab down	DNA FID counter	VIM-2 inh	SUMO HTRF inh	MEKK3 PB1 HTS	PHOSPHO1 block	HCV NS3 hel inh
FC(F)(F)C1=CC(c2ccc(Br)cc2)=NCCN1	-1.1	4	-6	1	-1.4	17	86	2	0
Cc1nn(Cc2cccc(C(N)=O)c2)c(C)c1Br	-1.2	3	-1	-3	-3.1	15	94	-2	2
